GLS inh: blocks human kidney-isoform glutaminase activity | O94925 | GLS enzymatic activity, qHTS titration | Potency, µM (series often up to 45.5 µM), without a hit: at the top dose activity change, negative = inhibition, actives largely listed as inhibitors | 410,000 tested, 0.21% active | AID 624170; also: potency is read from the fitted curve at half-maximal effect; % is scaled to controls: 0 for no effect and ±100 for the full control effect
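hKGA in 45 mM KH2PO4 (pH 8.2), 0.02% Tween-20 with compound, then 1mM L-Glutamine (stock as added) plus glutamate oxidase/HRP/Amplex red coupling mix. Fluorescence read initially and after 30 min at RT; signal change reflects glutamate formation.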
Tb PGK inh: blocks T. brucei phosphoglycerate kinase. PGK/GAPDH coupled, Kinase-Glo luminescence, 60 min. P07378. Potency, µM (doses to about 57.5 µM), for inactives: at the highest dose activity change, negative = inhibition, most hits filed as inhibitors. 380,000 tested, 0.043% active; also: potency is read from the fitted curve at half-maximal effect; % is scaled to controls: 0 for no effect and ±100 for the full control effect; nearly all actives have a fitted effect of over 60% in size
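Luminescent ATP detection (Kinase-Glo Plus) follows a 60-minute room-temperature incubation, with wells lacking PGK as controls. Buffer: 100 mM TEA (pH 7.6), 5 mM MgCl2, 0.01% Tween-20. Coupling enzyme GAPDH (100 nM final) supplies unstable 1,3-BPG in-well.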
PI4K2A inh: inhibitors of human PI4K2A; Q9BTU6; purified PI4K2A, ADP-Glo luminescence, 1 h; stronger effect = lower value; activity change, negative = inhibition, % at 76.9 µM; 420,000 tested, 0.13% active; AID 1346378; in the data active = activity change below about -50%; inconclusive = mostly about -30% to -49%;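 also: -100% = wells without enzyme as full effect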
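In this quantitative HTS, ADP production by PI4K2A was quantified luminescently after 1 h at ambient temperature; 100 microM adenosine served as plate-quality control.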
G9a block: inhibitors of human histone lysine methyltransferase G9a | G9a H3K9 monomethylation, AlphaScreen, 2 h | 350,000 tested, 8.8% active | Potency, µM (highest dose often 102 µM), inactives show top-dose activity, negative = inhibition, most hits filed as inhibitors | Q96KQ7; also: potency is read from the fitted curve at half-maximal effect; % is scaled to controls: 0 for no effect and ±100 for the full control effect; nearly all actives have a fitted effect of over 75% in size
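Methyltransferase reactions run at room temperature for 2 h (20 nM enzyme, 500 nM biotin-H3K9 peptide, 20 uM SAM) after a 15 min compound preincubation; product detected by AlphaScreen beads and anti-H3K9me1 antibody.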
JMJD2A Tudor: JMJD2A Tudor domain (human) inhibition; AID 504339; AlphaScreen JMJD2A-Tudor / H3K4me3 peptide binding; O75164; Potency, µM (series often up to 114 µM), without a hit: top-dose activity change, negative = inhibition, actives largely listed as inhibitors; 390,000 tested, 4.4% active; also: potency is read from the fitted curve at half-maximal effect; % is scaled to controls: 0 for no effect and ±100 for the full control effect; nearly all actives have a fitted effect of over 50% in size
Target sequence (O75164 whole entry, looked up, the tested form may be a part): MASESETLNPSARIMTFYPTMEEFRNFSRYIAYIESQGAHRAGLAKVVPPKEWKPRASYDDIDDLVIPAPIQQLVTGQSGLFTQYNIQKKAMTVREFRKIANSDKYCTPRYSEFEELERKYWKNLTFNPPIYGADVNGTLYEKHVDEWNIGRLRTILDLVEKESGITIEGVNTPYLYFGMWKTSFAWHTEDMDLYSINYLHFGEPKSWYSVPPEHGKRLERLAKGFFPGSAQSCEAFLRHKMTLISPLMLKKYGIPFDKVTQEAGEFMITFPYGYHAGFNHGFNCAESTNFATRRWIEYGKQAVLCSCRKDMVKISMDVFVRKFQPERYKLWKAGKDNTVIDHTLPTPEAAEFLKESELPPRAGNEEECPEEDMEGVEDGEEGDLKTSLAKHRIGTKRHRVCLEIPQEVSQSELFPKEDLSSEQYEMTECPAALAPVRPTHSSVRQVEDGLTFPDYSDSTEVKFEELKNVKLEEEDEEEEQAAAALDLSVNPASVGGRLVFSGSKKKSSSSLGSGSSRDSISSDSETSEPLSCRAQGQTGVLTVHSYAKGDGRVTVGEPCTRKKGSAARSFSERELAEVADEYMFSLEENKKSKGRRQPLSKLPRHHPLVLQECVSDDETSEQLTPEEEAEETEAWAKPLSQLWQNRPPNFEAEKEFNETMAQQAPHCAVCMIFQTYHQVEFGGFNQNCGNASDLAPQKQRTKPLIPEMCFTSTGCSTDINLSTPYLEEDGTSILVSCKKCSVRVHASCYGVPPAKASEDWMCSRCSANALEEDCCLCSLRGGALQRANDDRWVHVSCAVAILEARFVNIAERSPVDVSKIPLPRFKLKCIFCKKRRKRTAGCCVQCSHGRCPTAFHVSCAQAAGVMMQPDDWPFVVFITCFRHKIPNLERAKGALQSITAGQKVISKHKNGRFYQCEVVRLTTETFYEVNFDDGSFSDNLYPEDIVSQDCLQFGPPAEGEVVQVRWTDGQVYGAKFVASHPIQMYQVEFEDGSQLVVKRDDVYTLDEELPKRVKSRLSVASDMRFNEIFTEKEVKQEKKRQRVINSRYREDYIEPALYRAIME
HP1b chromo inh: blocks HP1-beta chromodomain binding to methylated histone tails; P83916; AlphaScreen HP1-beta / biotin-H3K9me3 peptide binding; Potency, µM (top dose mostly 114 µM), without a hit: top-dose activity change, negative = inhibition, most hits filed as inhibitors; 390,000 tested, 0.56% active; AID 540317; also: potency is read from the fitted curve at half-maximal effect; nearly all actives have a fitted effect of over 70% in size; inactives centre near 23
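AlphaScreen: HP1-beta (50 nM) preformed 30 min with biotin-H3(1-18)K9me3 peptide (50 nM) in PBS pH 7.4, 0.01% Tween-20. Compound added for 30 min at RT, then streptavidin donor/nickel chelate acceptor beads (10 ug/mL) for 30 min.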
BAZ2B block: inhibitors of human BAZ2B bromodomain; AID 504333; Q9UIF8; AlphaScreen BAZ2B-H3K14Ac peptide displacement; Potency, µM (series often up to 114 µM), for inactives: at the top dose activity change, negative = inhibition, actives largely listed as inhibitors; 360,000 tested, 4.4% active; also: potency is read from the fitted curve at half-maximal effect; % is scaled to controls: 0 for no effect and ±100 for the full control effect; nearly all actives have a fitted effect of over 60% in size
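BAZ2B 50 nM plus b-H3(5-23)K14Ac 50 nM, PBS pH 7.4/0.01% Tween-20, 30 min RT; compound added (max 110 uM), 30 min RT; streptavidin donor/Ni-chelate acceptor beads 10 ug/mL final, 20 min dark; AlphaScreen read.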
Pin1 inhibitor: inhibitors of human Pin1 | Pin1 FP peptide displacement, HiFluor488, 10 min | 390,000 tested, 0.009% active | Q13526 | AID 504891 | Potency, µM (highest dose often 115 µM), inactives show top-dose activity, negative = inhibition, most hits filed as inhibitors; active = well fitted inhibition curve with a large enough effect in the polarisation, with a control signal flat, not every such curve was filed as active; inconclusive = small, poorly fitted or top-dose-only effect, or effect the other way, or a change in a side signal; inactive = no such curve, though single readings can be large or run the other way; the % refers to the polarisation; also: potency is read from the fitted curve at half-maximal effect; % is scaled to controls: 0 for no effect and ±100 for the full control effect
ERG-DNA inh: inhibitors of human ERG Ets domain-DNA interaction; P11308; fluorescence polarization, His-ERG Ets domain / labelled DNA; Potency, µM (top dose mostly 76.9 µM), inactives show at the top dose FP activity, negative = inhibition, hits mostly inhibitors; 370,000 tested, 0.028% active; AID 624246; active = well fitted inhibition curve with a large enough effect in the polarisation, with a control signal flat; inconclusive = small, poorly fitted or top-dose-only effect, or effect the other way, or a change in a side signal; inactive = no such curve, though single readings can be large or run the other way; the % refers to the polarisation;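 also: polarization taken with two DNA probes labelled with fluorescein and Texas red; potency is read from the fitted curve at half-maximal effect; % of control where 0% means no effect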
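His-tagged ERG Ets domain (1 uM in the protein solution; 300mM KCl, 50mM Tris-HCl, 1mM EDTA, 1mM DTT, pH 7.5) received compound, then a probe mix of 5 nM fluorescein-DNA and 100nM Texas-615-DNA. Fluorescence polarization was read for both dyes.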
* hit, by the source's call; i = inactive; ? = inconclusive; · = no result given; & = joins results of further samples; [ ] = dose if it differs, or a comment. Unless noted, calls follow the shape of the dose curve; as a rule, active = well fitted curve in the direction sought with a large enough effect; inconclusive = small, poorly fitted or top-dose-only effect, or another doubt; inactive = no such curve, though single readings can be large; an effect the other way counts as inactive or inconclusive.

1. CCC(C)C(CO)NCCCn1cnc(C(=O)Nc2ccc(C)c(C)c2)n1 (stereo unspecified)
2. CC(=O)c1ccc(NC(=O)COC(=O)Cn2cnc3ccccc32)cc1
3. Cc1ccccc1/C=N/N1CCN(c2ccccc2)CC1
4. COc1ccc(NC(=O)NNC(=O)CCC(=O)Nc2ccccc2Cl)cc1
5. CC(=O)c1c(C)[nH]c(C(=O)CN2C(=O)NC(CCc3ccccc3)C2=O)c1C (stereo unspecified)
6. Brc1ccc(C2=Nc3ccccc3C(c3ccncc3)=NN2)cc1
7. COc1ccc(CCCC(=O)N/N=C\c2cccs2)cc1
8. c1ccc(CC2CCN(c3nc4ccccc4n4nnnc34)CC2)cc1

entry no.,1,2,3,4,5,6,7,8
GLS inh,1%,18%,16%,0%,-11%,-14%,-5%,13%
Tb PGK inh,i,11%,-9%,-5%,-7%,-6%,-7%,-1%
PI4K2A inh,-3,-1,-5,3,-1,3,8,-1
G9a block,·,·,28µM*,-3%,?,-7%,1%[59 µM],53%[activator][59 µM]
JMJD2A Tudor,-9%,-6%,?,-18%,-23%,-29%,-17%,49%[activator]
HP1b chromo inh,70%[activator],45%[activator],?,27%,10%,32%[activator],36%,84%[activator]
BAZ2B block,·,·,20µM*,-26%,?,-7%,-7%,31%[activator]
Pin1 inhibitor,-1%,-1%,0%,0%,9%,0%,2%,?
ERG-DNA inh,-5%,-6%,·,-6%,4%,-1%,-13%,-3%

3 entries from above, sorted by the number in JMJD2A Tudor, high to low.
1. CCC(C)C(CO)NCCCn1cnc(C(=O)Nc2ccc(C)c(C)c2)n1 (stereo unspecified)
7. COc1ccc(CCCC(=O)N/N=C\c2cccs2)cc1
4. COc1ccc(NC(=O)NNC(=O)CCC(=O)Nc2ccccc2Cl)cc1

entry no.,1,7,4
GLS inh,1%,-5%,0%
Tb PGK inh,i,-7%,-5%
PI4K2A inh,-3,8,3
G9a block,·,1%[59 µM],-3%
JMJD2A Tudor,-9%,-17%,-18%
HP1b chromo inh,70%[activator],36%,27%
BAZ2B block,·,-7%,-26%
Pin1 inhibitor,-1%,2%,0%
ERG-DNA inh,-5%,-13%,-6%

Next section:
9. CCOc1cccc2cc(-c3nnc(NCc4ccco4)s3)c(=O)oc12
10. Nc1cccc(S(=O)(=O)Nc2ccccc2)c1
11. C=CCOc1ccc(/C(O)=C2\C(=O)C(=O)N(CCCOC)C2c2ccncc2)cc1 (stereo unspecified)
12. CCc1nc2c(s1)CCc1onc(-c3ccc(Cl)cc3)c1-2
13. N#Cc1c(N)nc2c(c1-c1ccc3c(c1)OCO3)CCc1ccccc1-2
14. COc1ccc(-c2nc(-c3ccc(Br)o3)no2)cc1
15. Cc1ccc(C)c(NC(=S)N2CCC(c3nc4ccccc4s3)CC2)c1
16. Cc1cccc(NC(=O)CNC(=O)COC(=O)C2CC2C)c1C (stereo unspecified)

entry no.,9,10,11,12,13,14,15,16
GLS inh,2%,0%,5%,1%,20%,-13%,2%,5%
Tb PGK inh,-3%,-1%,-3%,6%,4%,-5%,-2%,-6%
PI4K2A inh,?,2,-3,1,5,-1,11,1
G9a block,14%[59 µM],4%,?,14%[12.7 µM],46%[59 µM],-6%,-21%[0.501 µM],·
JMJD2A Tudor,1%,0%,?,8%,36%[activator],-15%,-34%,-20%
HP1b chromo inh,35%,28%,22%,38%,105%[activator],25%,-8%,-8%
BAZ2B block,-4%,-16%,-35%,30%,56%[activator],14%,?,·
Pin1 inhibitor,?,2%,2%,?,21%,?,-4%,-3%
ERG-DNA inh,2%,0%,-3%,-4%,1%,1%,-21%,-2%

Compounds shown so far that have an aryl methoxy group, in the order listed:
4. COc1ccc(NC(=O)NNC(=O)CCC(=O)Nc2ccccc2Cl)cc1
7. COc1ccc(CCCC(=O)N/N=C\c2cccs2)cc1
14. COc1ccc(-c2nc(-c3ccc(Br)o3)no2)cc1

entry no.,4,7,14
GLS inh,0%,-5%,-13%
Tb PGK inh,-5%,-7%,-5%
PI4K2A inh,3,8,-1
G9a block,-3%,1%[59 µM],-6%
JMJD2A Tudor,-18%,-17%,-15%
HP1b chromo inh,27%,36%,25%
BAZ2B block,-26%,-7%,14%
Pin1 inhibitor,0%,2%,?
ERG-DNA inh,-6%,-13%,1%

(cont.)
17. Nc1nc(CCl)nc(Nc2cccc3ccccc23)n1
18. CCc1nn(CC(=O)NCCN(CC(C)C)CC(C)C)c(=O)c2cc3sc(C)cc3n12
19. Cc1ccc(S(=O)(=O)N(C(=O)c2ccncc2)c2ccc(OC(=O)c3ccncc3)c3ccccc23)cc1
20. COc1ccc2cc(C3NC(=O)c4ccccc4N3)c(Cl)nc2c1 (stereo unspecified)
21. COC(=O)C1=C(C)N(CCCCCC(=O)O)C(=O)NC1c1ccccc1 (stereo unspecified)
22. Cn1nc(C(=O)Nc2ccc(Cl)cc2)cc1C(=O)Nc1ccc(Cl)cc1
23. Cc1cc(NC(=O)CN2C(=O)CSc3ccc(S(=O)(=O)N(C)C)cc32)ccc1Br
24. O=C(Nc1ccc2ncccc2c1)Nc1ccc2ncccc2c1

entry no.,17,18,19,20,21,22,23,24
GLS inh,1%,0%,-20%,17%,9%,-4%,-9%,-14%
Tb PGK inh,i,2%,-2%,-11%,7%,-8%,-1%,-7%
PI4K2A inh,1,-2,2,2,1,4,0,2
G9a block,?,6%[59 µM],8.9µM*,?,·,-9%,-4%[59 µM],3%[12.7 µM]
JMJD2A Tudor,-24%,-12%,40µM*,-16%,-4%&-22%,-11%,-16%,-27%
HP1b chromo inh,61%[activator],27%,-28%,32%,47%&17%[activator],19%,56%[activator],60%[activator]
BAZ2B block,6%,-2%,-35%,-19%,·,4%,1%,-23%
Pin1 inhibitor,0%,?,-1%,0%,-1%&-12%,-8%,40%[activator],?
ERG-DNA inh,-3%,6%,-23%,3%,-13%,-2%,1%,-9%

25. CCC1CN(C(=O)NCc2ccccc2)c2cc(Cl)ccc2O1 (stereo unspecified)
26. O=C(Nc1nc2ccccc2s1)C1CCN(C(=O)c2ccco2)CC1
27. O=C(COC(=O)C1CCN(S(=O)(=O)c2ccccc2)CC1)NCCc1ccccc1
28. Cc1ccc(S(=O)(=O)c2ccc(Cl)cc2)cc1S(=O)(=O)N(C)CC(=O)O
29. COc1ccc(S(=O)(=O)Nc2c(C)n(C)n(-c3ccccc3)c2=O)cc1
30. Cc1ccnc2nc(C(=O)Nc3nc(-c4ccccn4)cs3)nn12
31. O=C(O)c1cc2ccccc2c2cc(Br)ccc12
32. Cc1ccccc1NC(=O)CCCCCN1C(=O)[C@@H]2Cc3ccccc3CN2C1=O

entry no.,25,26,27,28,29,30,31,32
GLS inh,1%&2%,0%,6%,3%,0%,-17%,0%,0%
Tb PGK inh,0%&-7%,-3%,0%,2%,-1%,-6%,i,-5%
PI4K2A inh,-3&-4,2,-1,0,7,-8,-2,-2
G9a block,101%[activator],6%,10%[12.7 µM],-4%[59 µM],-5%[59 µM],20%[12.7 µM],-37%,-22%
JMJD2A Tudor,44%&12%[activator],-21%,-8%,-9%,-10%,22µM*,-18%,-10%
HP1b chromo inh,71%&51%[activator],-13%,29%,28%,12%,59%[activator],20%,22%
BAZ2B block,9%&5%,-2%,-1%,7%,6%,3.2µM*,-10%,-8%
Pin1 inhibitor,0%&3%,-2%,0%,-4%,-10%,?,4%,3%
ERG-DNA inh,10%&-4%,9%,2%,-3%,0%,-4%,-1%,6%

33. Cc1ccccc1NC(=O)CN1CCc2ccccc2C1
34. CCCCN(C(=O)c1cc2c(s1)CCC2)c1c(N)n(CCCC)c(=O)[nH]c1=O
35. C=CCNC(=S)N/N=C/c1ccc(-c2cc(Cl)ccc2Cl)o1
36. COc1cccc(NC(=S)N2CCC(N(C)CC3CCCO3)CC2)c1 (stereo unspecified)
37. Cc1cnnc2c1-c1nonc1CC2
38. Cc1ccc(CNC(=O)C2CCN(C(=O)c3ccc(-n4ccc5ccccc54)s3)CC2)cc1
39. CCN(CC)C(=O)C1CCN(Cc2cccc(OCc3ccccc3)c2)CC1
40. CCOC(=O)c1ccc(N2C(=O)c3n[nH]c(C)c3C2c2ccc(CC)cc2)cc1 (stereo unspecified)

entry no.,33,34,35,36,37,38,39,40
GLS inh,1%,2%,10%,17%,-9%,0%,-2%,2%
Tb PGK inh,-10%,-7%,-2%,-9%,-6%,2%,-6%,i
PI4K2A inh,-2,-12,-1,0,3,0,-1,1
G9a block,32%,?,-34%,17%[59 µM],-3%[59 µM],7%[59 µM],2.8µM*,6%[59 µM]
JMJD2A Tudor,4%,-16%,-11%,-1%,1%,1%,50µM*,-12%
HP1b chromo inh,46%[activator],9%,31%,28%,31%,41%[activator],56µM*,16%
BAZ2B block,-1%,2%,-24%,34%[activator],36%[activator],3%,35µM*,·
Pin1 inhibitor,-8%,0%,1%,1%,2%,29%,-9%,0%
ERG-DNA inh,5%,-8%,4%,-8%,6%,-1%,-9%,2%
